# HTR5A ag: HTR5A agonists in luminescence cell assay, primary screen, counter-screen for OPRM1-OPRD1 heterodimer agonist project, full-deck HTS; 5-hydroxytryptamine receptor 5A (Homo sapiens), P47898; cell-based; activation, % at 9.3 µM; 340,000 tested, 0.61% active; in the data active = activation mostly above about 9.5%, no sharp cut-off; inactive = mostly below about 7.6%;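 also: 0% = cells with vehicle only and 100% = reference agonist; strong numbers were not always called active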
# Tat transport: E. coli Tat export inhibitors, primary screen, MC4100, TorA-mCherry reporter, fluorescence, single point. inhibition, % at 10 µM. 340,000 tested, 0.036% active;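 active = mean replicate inhibition at least 50% and at least half of replicates individually reaching 50%; inconclusive = only one of the two criteria met; inactive = neither criterion met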;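 also: exported cargo escapes ClpAP degradation while cytoplasmic cargo is degraded and loses fluorescence; 0% = median of neutral control wells and 100% = median of NaSCN control wells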
# phage Ecoli inh: growth loss of phage-infected E. coli, primary screen, RecBCD inhibitor project, absorbance, with phage, HTS; AID 651602, 2012; 360,000 tested, 0.26% active; inhibition, % at 11.9 µM; in the data active = inhibition above about 11%
# PKA-R1A act: activators of PKA-R1A holoenzyme, primary screen, biochemical, fluorescence polarization, Cy5-IP20, bovine R1A, mouse PKAc | cAMP-dependent protein kinase type I-alpha regulatory subunit (Bos taurus) + … | PKA-R1A dissociation; scaled: DMSO 0%, 113 µM cGMP 100% | activation, % at 11.4 µM | 340,000 tested, 0.083% active;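 active = percent activation above the mean of all tested compounds plus 3 SD, cut at about 19% in these data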;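 also: higher means more PKAc released from R1A so a rise in polarization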
# CDK5 p35 inh: inhibitors of human CDK5/p35 kinase, primary screen, biochemical, single concentration; Recombinant CDK5/p35, ADP-Glo luminescence, 60 min; inhibition, % at 10 µM; 330,000 tested, 0.01% active; AID 488839, 2010;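 active = highest replicate inhibition of at least 50% and at least 75% of replicates reaching 50%; inconclusive = only one of the two criteria met; inactive = both criteria failed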;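 also: plate controls were DMSO neutral control for no effect and GW8510 at 10 µM for full effect; many of its hits are not listed in these tables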
# PKA-R2B activ: activators of PKA-R2B holoenzyme, primary screen, biochemical, fluorescence polarization, Cy5-IP20, human; cAMP-dependent protein kinase catalytic subunit beta (Homo sapiens) + cAMP-dependent …; PKA-R2B holoenzyme dissociation; R2B truncated from residue 108, S112A mutant; 0% DMSO only, 100% 113 µM cGMP; activation, % at 11.4 µM; 340,000 tested, 0.079% active;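 active = activation above a cutoff set at the mean over all compounds plus 3 SD, cut at about 18% in these data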;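 also: higher means more holoenzyme dissociation and a rise in polarization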
# Target sequence (P31323 whole entry, looked up, other chains not shown, the tested form may be a part): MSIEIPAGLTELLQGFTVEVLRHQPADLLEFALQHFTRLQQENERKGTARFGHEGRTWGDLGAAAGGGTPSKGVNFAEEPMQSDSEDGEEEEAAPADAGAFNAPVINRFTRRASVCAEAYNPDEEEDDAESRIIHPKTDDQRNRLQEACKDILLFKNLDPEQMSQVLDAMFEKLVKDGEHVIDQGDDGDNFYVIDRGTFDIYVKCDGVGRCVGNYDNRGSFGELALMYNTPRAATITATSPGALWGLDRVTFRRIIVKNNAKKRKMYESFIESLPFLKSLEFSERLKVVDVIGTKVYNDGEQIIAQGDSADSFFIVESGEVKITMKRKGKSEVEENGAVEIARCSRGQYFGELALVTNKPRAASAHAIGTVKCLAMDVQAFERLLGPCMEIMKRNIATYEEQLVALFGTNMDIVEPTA
# DAGLB inh: DAGLB lipase inhibitors, primary screen, biochemical, fluorescence, HTS; HEK293T DAGLB membrane lysate, EnzChek fluorogenic substrate; AID 504411, 2011; Diacylglycerol lipase-beta (Homo sapiens), Q8NCG7; inhibition, % at 5.17 µM; 340,000 tested, 0.059% active; in the data active = inhibition above about 34%;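 also: 0% = enzyme with vehicle and 100% = wells lacking enzyme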
# Target sequence (Q8NCG7 whole entry, looked up): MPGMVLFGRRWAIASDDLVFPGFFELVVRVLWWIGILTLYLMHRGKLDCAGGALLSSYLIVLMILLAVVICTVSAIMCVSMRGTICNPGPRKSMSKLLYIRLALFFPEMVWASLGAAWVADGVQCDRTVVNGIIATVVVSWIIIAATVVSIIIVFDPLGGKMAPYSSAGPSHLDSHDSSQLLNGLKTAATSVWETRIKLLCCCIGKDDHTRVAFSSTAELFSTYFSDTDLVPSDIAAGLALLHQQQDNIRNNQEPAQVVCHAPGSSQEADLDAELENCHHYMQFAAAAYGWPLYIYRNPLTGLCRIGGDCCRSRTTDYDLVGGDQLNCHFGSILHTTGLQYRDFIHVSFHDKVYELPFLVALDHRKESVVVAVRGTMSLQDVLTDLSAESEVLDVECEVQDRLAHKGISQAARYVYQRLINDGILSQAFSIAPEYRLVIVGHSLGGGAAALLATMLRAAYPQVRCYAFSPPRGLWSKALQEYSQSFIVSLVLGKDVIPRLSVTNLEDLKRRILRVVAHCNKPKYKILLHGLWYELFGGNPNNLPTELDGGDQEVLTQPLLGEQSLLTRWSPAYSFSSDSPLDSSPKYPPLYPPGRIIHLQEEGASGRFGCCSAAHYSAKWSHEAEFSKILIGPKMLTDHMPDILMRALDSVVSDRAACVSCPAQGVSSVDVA
# Ecoli viability: E. coli V3065 growth inhibition, primary screen, counter-screen for AddAB inhibitor project, absorbance, OD600 | 18 h | inhibition, % at 11.9 µM | 330,000 tested, 0.27% active;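 active = inhibition above the campaign's mean inhibition across all tested compounds plus 3 SD, cut at about 9.9% in these data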;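 also: uninfected addAB+ strain grown without phage in ampicillin broth; 0% = DMSO wells and 100% = ciprofloxacin 0.95 µg/ml wells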
# SUMO Mot1 rescue: yeast Mot1-301 growth rescue at high temperature, primary screen, SUMOylation pathway inhibitor project, S. cerevisiae, ATP luminescence, 38.5C; S. cerevisiae Mot1-301 growth rescue; percent above DMSO median, 100 means doubled; growth rescue, % at 18.8 µM; 320,000 tested, 1% active; AID 2716, 2010;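 active = every valid replicate shows activation above 250% relative to neutral control wells; inactive = the rest, any valid replicate at or below 250%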;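 also: OY570 slx delta 5 strain wells were the positive control but not used for scaling; some compounds called inactive have numbers as strong as hits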
# AddAB inh: growth inhibition of E. coli expressing H. pylori AddAB, primary screen, AddAB inhibitor project, absorbance; inhibition, % at 11.9 µM; 330,000 tested, 0.29% active; in the data active = inhibition above about 12%;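 also: 0% = vehicle wells of infected cells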
# HTR5A inv ctr: HTR5A inverse agonists in luminescence cell assay, primary screen, counter-screen for OPRM1-OPRD1 heterodimer inverse agonist project, full-deck HTS | 5-hydroxytryptamine receptor 5A (Homo sapiens), P47898 | HTR5A cell line, inverse agonism | AID 504634, 2011 | 340,000 tested, 0.083% active | inhibition, % at 9.3 µM; in the data active = inhibition mostly above about 23%, no sharp cut-off; inactive = mostly below about 18%;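 also: 0% = cells with DMSO and 100% = no-cell wells with DMSO; some compounds called inactive have numbers as strong as hits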
# Numbers without * were called inactive; ? = inconclusive; nt = not tested or not shown.
SMILES,HTR5A ag,Tat transport,phage Ecoli inh,PKA-R1A act,CDK5 p35 inh,PKA-R2B activ,DAGLB inh,Ecoli viability,SUMO Mot1 rescue,AddAB inh,HTR5A inv ctr
COC(=O)Cc1cc(=O)n(-c2nc3ccccc3[nH]2)[nH]1,-4,3,3.0,0,0.1,3,1,-0.3,-3,-2.3,-25
O=C(NNC(=O)c1cc(-c2ccncc2)nc2ccccc12)c1ccccc1O,8,-10,24*,-5,-0.7,1,7,26*,0,29*,-5
COc1ccccc1N1CCN(CC(=O)c2c(C)n(C)c3ccccc23)CC1,1,-4,-1.1,-1,2.3,4,0,1.5,-2,0.8,-22
CCCCCCCC(=O)NNC(=O)Cc1ccccc1,3,6,nt,-1,0.9,-6,-3,-4.5,9,-0.2,-12
Cc1cc2cc3c(cc2nc1SCC(=O)N1c2ccccc2CC1C)OCO3 (stereo not drawn),0,-2,2.3,2,0.3,5,-9,2.0,12,1.4,2
O=C(CSc1nccn1-c1ncc(C(F)(F)F)cc1Cl)c1ccc(Cl)cc1,-1,-11,3.5,-2,-0.4,7,-3,-0.2,4,1.3,-2
Cc1noc(NS(=O)(=O)c2ccc(NC(=O)C34CC5CC(C3)CC(n3cnc(Cl)n3)(C5)C4)cc2)c1C,-2,-6,0.6,-6,-0.7,7,5,-1.9,-2,7.1,7
O=C(NCCc1csc(-c2cccnc2)n1)c1c(F)cccc1F,-2,-4,2.9,3,0.3,4,-4,1.8,-5,-0.2,1
COc1ccc(OC)c(NC(=O)CN(c2ccc(OC)c(Cl)c2)S(C)(=O)=O)c1,2,4,0.8,11,-2.4,4,4,-2.7,-7,0.8,1
O=C(c1cn(-c2ccccc2)nc1-c1cc2ccccc2oc1=O)N1CCOCC1,3,-7,5.8,-4,1.3,-1,0,1.7,-3,5.8,6
COCc1cc(C)nc(OC)c1C(N)=O,-2,2,2.1,-4,-0.7,1,3,2.2,-2,1.8,6
CCCc1cc(=O)n2[nH]c(Cc3ccccc3)nc2n1,-3,1,1.7,-11,-2.6,8,0,-1.7,-1,1.9,2
COc1ccc(N(CC(=O)Nc2ccc3c(c2)OCCO3)S(=O)(=O)c2c(C)noc2C)cc1,-3,3,1.0,-11,-1.5,5,0,-4.9,1,-2.0,16
CN(C)c1nc(Cl)nc2c1nc(Cl)n2C1CCCCO1 (stereo not drawn),0,2,3.0,-2,-0.5,-9,-2,nt,nt,nt,-1
COC(=O)c1ccc(OCC(O)CNCC(c2ccc(OC)cc2)N(C)C)c(OC)c1 (stereo not drawn),4,-3,-2.0,-6,3.5,-11,-3,-3.3,6,1.5,-5
COc1ccc(O/C(=N\S(=O)(=O)c2ccccc2)c2ccccc2)cc1,8,-4,2.2,2,0.3,0,-2,-1.2,-1,-1.1,-9
CCOc1ccccc1NC(=O)c1ccc(F)c(S(=O)(=O)N2CCC3(CC2)OCCO3)c1,4,2,0.6,-5,-1.4,-10,-3,-0.3,10,0.9,11
CC(c1ccc(F)cc1)n1cc(C(=O)NCc2ccccn2)nn1 (stereo not drawn),1,-1,3.1,14,0.6,-6,0,1.1,4,0.8,-3
Cc1ccc(-n2c(=O)c3c4c(sc3n3c(C)nnc23)COC(C(C)C)C4)cc1 (stereo not drawn),-1,-3,2.3,-1,1.9,2,-1,-0.1,0,0.1,6
COC(=O)C(Cc1ccccc1)NC(=O)C12CC3CC(CC(C3)C1)C2 (stereo not drawn),8,15,-0.3,-5,-2.9,-3,-7,2.4,163,5.5,-7
CSCCC(NS(=O)(=O)c1ccc2c(c1)OCCO2)C(=O)NCCc1ccccn1 (stereo not drawn),7,-14,-3.4,4,1.1,-7,0,0.6,33,-0.2,-23
Cn1c(=O)n(C)c2cc([N+](=O)[O-])c(N3CCN(C(=O)c4ccc(F)cc4)CC3)cc21,-3,-5,4.1,0,-0.1,3,3,2.4,273,2.7,6
COc1cc([N+](=O)[O-])ccc1NC(=O)COC(=O)C=C(C)C,-5,?,-0.1,-2,-1.3,4,-6,-1.0,53,0.6,6
CCN(C(=O)CN1CCN(c2ccc(O)cc2)CC1)c1c(N)n(Cc2ccccc2)c(=O)[nH]c1=O,6,-7,3.9,-14,0.7,0,-1,-0.9,-7,-1.1,-27
CN(C(=O)c1cccc(NC(=O)Cc2ccc([N+](=O)[O-])cc2)c1)C1CCCC1,0,-8,1.5,4,0.5,-4,2,0.6,-22,2.8,0
O=C(NCCCN1CCOCC1)c1cc(S(=O)(=O)N2CCOCC2)c(Cl)cc1Cl,-4,-5,1.0,-8,1.7,-8,0,-1.8,3,-0.1,11
CCOc1cc(Br)ccc1S(=O)(=O)N1CCC(C(N)=O)CC1,2,-1,0.6,1,1.8,4,2,1.2,16,2.3,12
O=C(/C=N/O)NCCCn1ccnc1,-1,-2,-0.6,8,1.4,-5,3,-0.6,6,-1.1,-9
Cc1ccc(C)c(NC(=O)CCC(=O)N/N=C/c2cc([N+](=O)[O-])ccc2O)c1,-4,-5,3.5,-1,0.3,-3,10,-1.1,5,0.3,12
Cc1cccc(C)c1N1CCN(C(=O)N2CCOCC2)CC1,0,-13,0.1,5,0.4,-13,-1,0.6,135,0.7,11
N#C/C(=C(/O)CCl)c1nnc2n1CCCCC2,4,3,1.2,7,0.7,-3,-2,1.1,-1,-2.0,-10
COC(=O)[C@H](CCSC)NC(=O)NCCc1ccc(F)cc1,4,-4,3.3,-12,-0.8,-9,-4,0.0,12,1.8,11
O=C(COc1ccc(/C=N/NC(=O)C(=O)N2CCCCC2)cc1)Nc1ccccc1Cl,0,10,5.2,-3,0.4,2,-1,-0.5,14,0.5,1
CC(C)C[C@@H](CO)N(Cc1ccccc1)S(=O)(=O)N(Cc1ccccc1)[C@H](CO)CC(C)C,3,3,nt,1,0.8,-6,-12,-3.0,-16,0.4,-10
COc1ccc(NC(=O)Cn2c(=O)n(-c3ccc(CC(=O)NCc4ccco4)cc3)c(=O)c3ccccc32)cc1,2,7,-2.0,0,-0.7,0,2,-0.7,2,1.1,-5
O=C(NNc1ccccc1)C(=O)NNS(=O)(=O)c1ccc([N+](=O)[O-])cc1,-3,-3,2.9,-1,-1.9,9,-1,0.4,368*,2.9,8
O=C(NCc1ccccc1)c1ccc(CN2CCOCC2)cc1,-5,2,1.6,-4,-0.6,-1,-3,3.2,-2,1.2,15
CCCN1CCC(=O)NC1=S,1,5,0.9,-1,1.2,-1,0,nt,nt,nt,-4
NC(=O)c1ccc(NC(=O)c2ccccc2S(=O)(=O)c2ccccc2[N+](=O)[O-])cc1,-3,-12,0.0,-1,1.0,12,1,-0.3,-26,0.9,-9
CCc1ccc(NC(=O)c2cc(C(C)C)on2)cc1,-1,-2,3.5,0,-1.0,-4,-7,2.6,17,0.8,4
CCn1nnnc1SCC(=O)c1ccc2c(c1)OCCO2,-4,-4,2.7,-2,1.3,-2,-1,0.3,6,3.6,12
COc1ccccc1C(=O)Nc1cccc(NC(=O)c2ccccc2OC)n1,2,0,3.9,-5,-0.1,-4,-9,-1.5,-11,-1.8,-9
CC1CC(=O)Nc2ccccc2N1C(=O)CN1CCN(c2ccccc2)CC1 (stereo not drawn),-2,-15,2.3,-6,0.3,-7,0,1.1,-17,1.6,11
CC(C)(CNC(=O)CCNC(=O)c1ccc(Br)cc1)N1CCOCC1,-3,3,2.7,-5,1.6,2,0,1.1,188,2.8,10
O=C(N/N=C\c1ccc2c(c1)OCO2)c1ccco1,4,-3,2.4,-6,nt,-4,-4,2.8,7,2.9,7
COc1ccc(/C(N)=N/OC(=O)C2CCCCC2)cc1OC,1,9,-0.2,-5,-1.4,0,-10,0.8,-5,2.1,0
CNC(=O)c1c(NC(=O)CS(=O)(=O)c2ccc(F)cc2)sc(C)c1C,-5,-2,2.5,3,-0.7,9,3,1.6,-7,0.8,1
Cc1ccc(NC(=O)CN(C)S(=O)(=O)c2ccc(Br)s2)cc1F,2,-2,2.3,4,1.6,-8,-12,-0.7,40,6.4,0
CCOC(=O)Nc1ccc2c(COC(=O)CNS(=O)(=O)c3ccc(NC(C)=O)cc3)cc(=O)oc2c1,0,2,4.5,-2,-1.9,-2,-1,-1.9,-4,2.5,1
CCn1cc2nc(SCC(=O)Nc3ccc(OC)cc3OC)n(Cc3ccc(OC)cc3)c(=O)c2n1,1,6,1.0,8,0.3,-2,3,-0.4,18,0.7,-2
# Following part
SMILES,HTR5A ag,Tat transport,phage Ecoli inh,PKA-R1A act,CDK5 p35 inh,PKA-R2B activ,DAGLB inh,Ecoli viability,SUMO Mot1 rescue,AddAB inh,HTR5A inv ctr
CCN1C(=O)C2CCCCN2c2ccc(C(=O)NCCOC)cc21 (stereo not drawn),4,-11,-1.2,11,0.3,-2,1,-0.7,-3,-1.4,-14
Cc1cc(Br)ccc1SCC(=O)OCC(=O)NCc1ccc2c(c1)OCO2,-2,-1,2.5,-10,0.6,-7,-3,1.1,52,3.4,5
COc1cc(C(=O)COC(=O)c2cnc(C)cn2)ccc1OC(F)F,-2,-2,-1.3,-21,-1.5,-4,-2,0.2,4,2.3,-16
COC(=O)c1ccc2c(=O)n(Cc3ccco3)c(SCC(=O)Nc3ccccc3Cl)nc2c1,-4,4,3.2,3,0.7,-4,1,0.2,116,2.9,11
CC[C@@]1(C(=O)OC)N[C@H](CN(C)C(=O)Nc2ccc(C(F)(F)F)cc2)[C@@H]2C(=O)N(C)C(=O)[C@@H]21,-1,4,2.0,-1,1.6,7,1,-2.9,nt,-1.0,5
COc1ccc(-c2csc(NC(=O)c3c(OC)cccc3OC)n2)cc1,5,-4,1.5,-4,-0.3,2,-3,-2.7,-1,1.8,-20
Cc1ccc(-c2nn(-c3ccccc3)cc2C=O)o1,3,4,1.2,1,1.7,-4,-3,-1.8,7,1.9,-8
COc1ccc(-c2nc(N)n[nH]2)cc1,2,6,1.0,-8,1.9,-6,4,0.3,227,-5.7,-5
Fc1ccc(C(c2nnnn2Cc2cccs2)N2CCN(C3CCCCC3)CC2)cc1 (stereo not drawn),3,-2,0.5,-1,1.1,3,-3,-0.6,84,-0.5,5
Cc1nc2ccc(NC(=O)C3CCCCC3)cc2s1,5,8,2.3,-4,-0.9,0,-1,0.9,45,0.3,-13
Cc1ccc(COc2ccsc2C(=O)NN)cc1,0,5,4.2,-1,2.0,7,-7,-0.8,17,1.9,0
